# Rab9 prom act: Rab9 promoter activation. AID 485297. Potency, µM (series often up to 9.22 µM), inactives show at the highest dose activation, negative = inhibition, most hits filed as activators. 2.8% of 320,000 active. Huh7 Rab9 promoter-luciferase reporter, luminescence, 24 h; further: % of control where 0% means no effect; nearly all actives have a fitted effect of over 60% in size
#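 Cell-based reporter: Huh7 stable for Rab9 promoter-driven luciferase, plated in reduced-serum medium with 10% FBS at 1500 cells/well, compound-treated 24 h at 37 °C, luminescence read after 10 min reagent.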
# ELG1 genotoxic: inducers of genotoxicity in HEK293T ELG1-luciferase cells; HEK293T ELG1-luciferase reporter, luminescence, 16 h; Potency, µM (highest dose often 46 µM), inactives show at the top dose activity change, positive = activation, actives largely listed as activators; 1.3% of 330,000 active; further: % of control where 0% means no effect; nearly all actives have a fitted effect of over 60% in size
#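 Genotoxicity was scored as increased ELG1-luciferase reporter signal, measured by ONE-Glo luminescence (30 min, room temperature). Compound or vehicle exposure of the HEK293T reporter cells lasted 16 hr at 37°C.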
# BRCA1 expr act: activators of BRCA1 expression. MCF7-BRCA1-FFLuc reporter, luminescence, 48 h; response scale: scaled: vehicle 0%, 10 µM genistein 100%. Potency, µM (doses to about 46.1 µM), without a hit: at the highest dose activation, most hits filed as activators. 1.1% of 380,000 active. AID 624202; further: nearly all actives have a fitted effect of over 80% in size; some results filed as inactive show a strong effect at the top dose
#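 First, MCF7-BRCA1-FFLuc cells (2000/well) attach for 2 h; next, compounds are pin-added and incubated 48 h at 37 °C; finally, luciferase reagent is added and luminescence read after 15 min.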
# Gal4-VP16 FLuc: Gal4-VP16 reporter inhibition counter-screen. Drosophila S2 Gal4-VP16 UAS-luciferase, luminescence, 20 h. Potency, µM (highest dose often 53.6 µM), for inactives: at the highest dose activity, negative = inhibition, usual class: inhibitors. 3.5% of 310,000 active;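 further: Gal4-VP16 expression switched on by copper sulfate through the metallothionein promoter; on the % scale 0 is the no-effect control and ±100 the full control effect; nearly all actives have a fitted effect of over 50% in size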
# FLuc counter: inhibits or activates purified firefly luciferase, miR-21 counter-screen; purified FLuc, Km substrates, luminescence inhibition; Potency, µM (series often up to 57.5 µM), for the others: at the top dose activity change, negative = inhibition, actives largely listed as inhibitors; 6.9% of 360,000 active;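 further: plate controls were vehicle for no effect and reference inhibitor for full effect; nearly all actives have a fitted effect of over 55% in size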
#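 Biochemical qHTS of compounds, final roughly 60 µM downward over six points, against 10 nM purified firefly luciferase using Km concentrations of substrates (10 uM D-luciferin, 10 uM ATP) in Tris acetate pH 7.5 buffer; luminescence output.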
# uPA generation: blocks generation of uPA at the cell surface; cell surface uPA generation assay, qHTS; Potency, µM (top dose mostly 38.3 µM), for the others: at the highest dose activity change, negative = inhibition, actives largely listed as inhibitors; 0.31% of 330,000 active; active means well fitted inhibition curve with a large enough effect; inconclusive means small, poorly fitted or top-dose-only effect; inactive means no such curve, though single readings can be large or run the other way; tested in mouse RAW 264.7 cells; further: on the % scale 0 is the no-effect control and ±100 the full control effect; nearly all actives have a fitted effect of over 55% in size
# p53 reactivator: mutant p53 re-activation in reporter cells; H1299 p53-A138V BP100-luciferase reporter, luminescence, 24 h; 0.063% of 320,000 active; Potency, µM (highest dose often 92.2 µM), inactives show top-dose activity change, positive = activation, actives largely listed as activators; AID 504706; further: % of control where 0% means no effect; nearly all actives have a fitted effect of over 45% in size
#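 p53-null H1299 cells stably carrying temperature-sensitive p53-A138V and a BP100-luciferase reporter were pinned with compounds (4-point, 1:5 series) and held 24 hrs at 37 deg C. Luminescence was read 10 min after detection reagent.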
# MBNL1 CUG block: MBNL1-poly(CUG) RNA binding inhibition | TR-FRET MBNL1-His/biotin-(CUG)12 binding, 665/545 ratio | Potency, µM (doses to about 57.5 µM), for inactives: at the top dose activity change, negative = inhibition, actives largely listed as inhibitors | AID 2675 | Q9NR56 | 0.036% of 280,000 active; active means well fitted inhibition curve with a large enough effect in the signal ratio, with a control signal flat, not every such curve was filed as active; inconclusive means small, poorly fitted or top-dose-only effect, or effect the other way, or a change in a side signal; inactive means no such curve, though single readings can be large or run the other way; the % refers to the signal ratio; further: on the % scale 0 is the no-effect control and ±100 the full control effect
# Target sequence (Q9NR56 whole entry, looked up): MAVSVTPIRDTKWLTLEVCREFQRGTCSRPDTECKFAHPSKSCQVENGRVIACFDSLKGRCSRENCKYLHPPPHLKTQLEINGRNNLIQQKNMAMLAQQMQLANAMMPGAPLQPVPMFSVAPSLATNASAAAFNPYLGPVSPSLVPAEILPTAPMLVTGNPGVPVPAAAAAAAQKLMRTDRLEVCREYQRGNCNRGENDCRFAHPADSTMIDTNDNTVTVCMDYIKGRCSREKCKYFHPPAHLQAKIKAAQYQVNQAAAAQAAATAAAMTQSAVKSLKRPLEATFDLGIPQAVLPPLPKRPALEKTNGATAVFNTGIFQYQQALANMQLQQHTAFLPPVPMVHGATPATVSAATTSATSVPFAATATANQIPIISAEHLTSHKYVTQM
#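 Ratiometric TR-FRET (665 over 545 nm, excitation 340 nm) tracks disruption of MBNL1-His/biotin-(CUG)12 complex after 60 min at room temperature, with compounds at 92 nM to 58 uM final.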
# RORgamma inh: blocks mouse ROR gamma transcriptional activity. P51450. Drosophila S2 Gal4-RORgamma UAS-luciferase reporter, 20 h. Potency, µM (doses to about 53.6 µM), for the others: at the highest dose activity change, negative = inhibition, actives largely listed as inhibitors. 5.4% of 310,000 active. AID 2551; further: on the % scale 0 is the no-effect control and ±100 the full control effect; nearly all actives have a fitted effect of over 60% in size
# Target sequence (P51450 whole entry, looked up, the tested form may be a part): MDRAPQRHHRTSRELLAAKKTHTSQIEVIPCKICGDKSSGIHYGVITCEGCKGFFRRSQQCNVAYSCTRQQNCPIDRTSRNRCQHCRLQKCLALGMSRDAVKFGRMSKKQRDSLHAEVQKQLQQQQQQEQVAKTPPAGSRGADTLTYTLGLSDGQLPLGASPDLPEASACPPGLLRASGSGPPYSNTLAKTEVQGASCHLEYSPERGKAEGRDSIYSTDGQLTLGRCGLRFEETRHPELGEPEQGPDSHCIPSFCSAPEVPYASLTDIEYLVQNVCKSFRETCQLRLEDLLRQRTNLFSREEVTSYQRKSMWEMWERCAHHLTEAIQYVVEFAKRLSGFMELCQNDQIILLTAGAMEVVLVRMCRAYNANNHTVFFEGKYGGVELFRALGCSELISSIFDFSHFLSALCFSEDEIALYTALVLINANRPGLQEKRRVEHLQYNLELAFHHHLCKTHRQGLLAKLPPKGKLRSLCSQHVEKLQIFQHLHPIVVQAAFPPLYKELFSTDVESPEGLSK
#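 A Gal4/UAS one-hybrid system in insect cells: metallothionein-promoter Gal4–ROR gamma fusion plus Photinus luciferase reporter. Copper sulfate 700 uM final, 20 hr ambient incubation, luminescent detection after 10 min with reagent.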
# NPC1 prom act: activates the NPC1 promoter; Huh7 NPC1 promoter luciferase reporter, 24 h; Potency, µM (top dose mostly 9.22 µM), inactives show top-dose activation, usual class: activators; 2.4% of 320,000 active; AID 485313;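 further: % of control where 0% means no effect; nearly all actives have a fitted effect of over 60% in size; reporter is driven by a mutant NPC1 promoter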
#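 Readout is luciferase luminescence, reflecting NPC1 promoter activation in stably transfected Huh7 cells after 24 h compound exposure at 37 °C in reduced-serum medium with 10% FBS.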
# * = called active by the depositor; ? = inconclusive; . = not tested or not shown; & = joins results of further samples; [ ] = remark or other dose. Unless noted, the call rests on the fitted dose curve; in most records, active means well fitted curve in the direction sought with a large enough effect; inconclusive means small, poorly fitted or top-dose-only effect, or another doubt; inactive means no such curve, though single readings can be large; an effect the other way counts as inactive or inconclusive. Potency means the concentration at half of the fitted maximal effect.
canonical_smiles	Rab9 prom act	ELG1 genotoxic	BRCA1 expr act	Gal4-VP16 FLuc	FLuc counter	uPA generation	p53 reactivator	MBNL1 CUG block	RORgamma inh	NPC1 prom act
CC(C(=O)NC1=NCCS1)(C(F)(F)F)C(F)(F)F	-1%	-1%	-12%	?	5%	14%	-4%	1%	-41%	-1%
COc1ccc(C2=CC(=O)OC3(CCCCC3)O2)cc1	2%	-1%	3%	-4%	1%	-2%	1%	-6%	9%	-2%
Cn1c(=O)c2c(nc(N3CCCCC3)n2C)n(C)c1=O	-4%	0%	-12%	1%	1%	1%	15%	-27%	30%	3%
CCCC(=O)Nc1nnc(S(=O)(=O)N(CC(C)C)c2ccccc2)s1	-2%	1%	0%	-6%	2%	3%	1%	-11%	-1%	-5%
Cc1c(NC(=O)c2cccc(NS(C)(=O)=O)c2)c(=O)n(-c2ccccc2)n1C	-1%	-9%	-19%	2%	-2%	4%	-1%	-7%	-1%	1%
CN(C)S(=O)(=O)c1cccc(NC(=O)c2cc(=O)[nH]c(=O)[nH]2)c1	1%	1%	-4%	-1%	-10%	5%	1%	3%	3%	-4%
O=C1c2ccccc2C(=O)N1CC1=CCS(=O)(=O)C1	-6%	-4%	1%	0%	-1%	7%	-1%	19%	1%[10 µM]	-2%
CCn1nc(C(=O)Nc2ccc(S(=O)(=O)Nc3ncccn3)cc2)c2ccccc2c1=O	2%	10%	-20%	?	-7%	0%	0%	-1%	0%	1%
COc1ccc(NC(=O)c2ccc(-c3ccccc3C(F)(F)F)o2)cc1	4%	9%	26%	4%	19µM*	-2%	19%	8%	7%	8%
O=C(Nc1cccc(S(=O)(=O)N2CCCC2)c1)c1cc(-c2ccccn2)nc2ccccc12	0%	-17%	-1%	-5%	4%	8%	-4%	10%	14%	-10%
Cc1nc(Br)c(Br)c(C)c1Br	-2%	2%	0%	7%	-5%	-1%	2%	-6%	-14%	-3%
O=C(c1cncc(Br)c1)N1CCc2ccccc2C1	-2%	-18%	-22%	2%	-1%	3%	-5%	-12%	-2%	6%
COCCCNC(=O)c1cc(S(=O)(=O)NCCCN2CCCC2=O)ccc1Cl	.	-2%	-4%	.	.	2%	-4%	.	.	.
O=C(Nc1ccc(COc2ccccc2)cc1)Nc1cccc(C(=O)O)c1	2.8µM*	11%	10%	-14%	0.85µM*	5%	-1%	-11%	8%	?
O=c1cc(-c2ccccc2)nc(SCCOc2ccccc2Cl)[nH]1	-1%	-2%	-32%	-1%	4%	10%	-7%	0%	-8%	1%
Cn1c2c(c(=O)n(C)c1=O)CN(CCc1ccccc1)CN2	-1%	-4%	-16%	2%	1%	-4%	10%	3%	-30%	2%
CCOc1ccc(C(=O)N[C@H](C(=O)Nc2ccccc2OC)C(C)C)cc1	4%	2%	-12%	-3%	7%	5%	-9%	1%	34%	-5%
Cc1noc(C(=O)NCC2CCCO2)c1Cl (stereo unspecified)	-6%	-1%	-4%	2%	2%	1%	10%	-2%	12%	-4%
O=C(Nc1nccs1)C1CCN(S(=O)(=O)c2cnc[nH]2)CC1	5%	2%	-12%	-3%	1%	5%	4%	-7%	-21%	0%
Cc1nc(N2CCCCC2)c2c(C)c(C(=O)Nc3ccc4c(c3)OCCO4)sc2n1	2%	-7%	-72%	-24%	?	-8%	7%	17%	30%	-9%
O=C(CNC(=O)c1ccc(Br)o1)NCC1CCCO1 (stereo unspecified)	0%	8%	4%	1%	3%	-3%	21%	-1%	-16%	-9%
CCc1c(C(=O)NNC(=S)NC2CCCCC2)csc1C	22%	-3%	2%	?	-2%	3%	0%	-1%	1.1µM*	17%
COc1ccc(N(Cc2cc3cccc(C)c3[nH]c2=O)S(C)(=O)=O)cc1	-4%	-4%	-58%	0%	-3%	.	-1%	11%	11%	-1%
O=C(Oc1ccc(-c2cnc3ccccc3n2)cc1)c1ccc(Cl)c([N+](=O)[O-])c1	3%	8.2µM*	?	2%[0.365 µM]	?	-1%	?	-2%	23%	12%
CCn1cc(C(=O)O)c(=O)c2cnc(N3CCN(C(=S)NC(=O)c4ccc(OC)cc4)CC3)nc21	0%	-2%	0%	-7%	-1%	6%	1%	0%	-12%	-5%
CC(OC(=O)c1n[nH]c2ccccc12)C(=O)Nc1ccccc1[N+](=O)[O-] (stereo unspecified)	0%	2%	-57%	.	.	2%	16%	.	.	2%
COc1ccc(NC(=O)CCNS(=O)(=O)c2ccc(NC(C)=O)cc2)cc1Cl	3%	11%	-9%	10%	-2%	3%	6%	-6%	9%	1%
CCOC(=O)C(=Nc1ccccc1)NO	-7%	1%	-15%	3%	3%	5%	-7%	-13%	-17%	0%
O=[N+]([O-])c1ccccc1CNC1CCCCCC1	-3%	-1%	4%	-17%	0%	-18%	3%	?	-4%	-8%
OCC#CCSc1nnc(-c2ccccc2Br)o1	13%	?	89%	-30%	-16%	-8%	4%	5%	-29%	10%

# Part of the list above, with values under each structure:
# Second line of a record – Rab9 prom act | ELG1 genotoxic | BRCA1 expr act | Gal4-VP16 FLuc | FLuc counter | uPA generation | p53 reactivator | MBNL1 CUG block | RORgamma inh | NPC1 prom act
CC(C(=O)NC1=NCCS1)(C(F)(F)F)C(F)(F)F
→ -1% | -1% | -12% | ? | 5% | 14% | -4% | 1% | -41% | -1%
COc1ccc(C2=CC(=O)OC3(CCCCC3)O2)cc1
→ 2% | -1% | 3% | -4% | 1% | -2% | 1% | -6% | 9% | -2%
Cn1c(=O)c2c(nc(N3CCCCC3)n2C)n(C)c1=O
→ -4% | 0% | -12% | 1% | 1% | 1% | 15% | -27% | 30% | 3%
CCCC(=O)Nc1nnc(S(=O)(=O)N(CC(C)C)c2ccccc2)s1
→ -2% | 1% | 0% | -6% | 2% | 3% | 1% | -11% | -1% | -5%
Cc1c(NC(=O)c2cccc(NS(C)(=O)=O)c2)c(=O)n(-c2ccccc2)n1C
→ -1% | -9% | -19% | 2% | -2% | 4% | -1% | -7% | -1% | 1%
CN(C)S(=O)(=O)c1cccc(NC(=O)c2cc(=O)[nH]c(=O)[nH]2)c1
→ 1% | 1% | -4% | -1% | -10% | 5% | 1% | 3% | 3% | -4%
O=C1c2ccccc2C(=O)N1CC1=CCS(=O)(=O)C1
→ -6% | -4% | 1% | 0% | -1% | 7% | -1% | 19% | 1%[10 µM] | -2%
CCn1nc(C(=O)Nc2ccc(S(=O)(=O)Nc3ncccn3)cc2)c2ccccc2c1=O
→ 2% | 10% | -20% | ? | -7% | 0% | 0% | -1% | 0% | 1%

# (cont.)
canonical_smiles	Rab9 prom act	ELG1 genotoxic	BRCA1 expr act	Gal4-VP16 FLuc	FLuc counter	uPA generation	p53 reactivator	MBNL1 CUG block	RORgamma inh	NPC1 prom act
CC(=O)N1c2ccc(S(=O)(=O)NCCC(=O)N(C)Cc3ccccc3)cc2CC1C (stereo unspecified)	-9%	-1%	-6%	2%	2%&4%	8%	-3%	-7%	-19%	0%
COc1cccc(/C=N/NC(=O)c2nc(-c3ccccc3)cc(-c3ccccc3)n2)c1O	-25%	-4%	-47%	-10%	-10%	0%	?	-22%	27%	-15%
CCOc1ccc(S(=O)(=O)NCCSCc2ccco2)cc1	-3%	-1%	-1%	5%	0%	6%	3%	-4%	7%	-3%
CCN1CCn2c3c(c4cccc(C)c42)CCCC31 (stereo unspecified)	1%	-3%	-37%	5%	13%	0%	.	5%	-18%	-6%
N/C(=N\OC(=O)CCC(=O)O)c1ncc(C(F)(F)F)cc1Cl	2%	3%	-3%	9%	-1%	5%	-2%	-8%	-15%	-3%
COCC(=O)Oc1c(S(=O)(=O)c2ccc(C)cc2)c(C)nn1C(C)(C)C	-6%	-4%	5%	4%	5%	-4%	-1%	2%	6%	1%
CCC(CC)C(=O)Nc1nnc(S(=O)(=O)N2CCc3ccccc32)s1	2%	-4%	-1%	3%	-4%&4%	-6%	0%	-8%	-18%	-1%
CCN(CC)C(=O)CN1C(=O)c2cccc3cccc(c23)C1=O	8%	1%	-8%	-12%	-2%	-4%	-5%	?	10%	-4%
O=C(NCCN1CCOCC1)C(=O)NCC1OCCN1S(=O)(=O)c1ccc(Br)cc1 (stereo unspecified)	-3%	-5%	-10%	-1%	6%	7%	18%	-2%	3%	3%
CC(C)(C)NCCCCOc1ccccc1F	-4%	-4%	3%	1%	6%	0%	-1%	3%	-19%	1%
COc1ccc(CCN(C)C(=O)CN2C(=O)NC3(CCCCC3C)C2=O)cc1OC (stereo unspecified)	3%	-3%	0%	.	5%	-4%	-2%	.	.	-1%
Cn1cc(Cl)c(C(=O)OCC(=O)c2ccccc2)n1	1%	3%	2%	22%	?	1%	17%	-10%	23%	5%
N/C(COc1cc(Cl)cc(Cl)c1)=N\O	1%	-1%	14%	2%	-2%	-3%	0%	-4%	0%	-6%
Cc1ccc(NC2c3ncccc3C(=O)N2C2CCCCC2)cc1 (stereo unspecified)	-3%	0%	4%	0%	0%	.	0%	6%	?	3%
O=C(Nc1ccc(OC(F)F)c(Cl)c1)C(c1ccccc1)c1ccccc1	-6%	-8%	-68%	?	3%	-15%	?	3%	?	-5%
